# Bioassay records from PubChem.
# EPAC2 ag = agonists of human EPAC2 (RAPGEF4) | Q8WZA2 | EPAC2 activation, biochemical qHTS; response scale: 100% = 6.5 mM cAMP response | Potency, µM (series often up to 154 µM), for inactives: at the top dose activation, hits mostly activators | actives 0.079% (n = 360,000); further: potency means the concentration at half of the fitted maximal effect; nearly all actives have a fitted effect of over 50% in size
#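 Fluorescence exchange assay: 100 nM EPAC2 with 250 nM RAP1B-BODIPY-GDP and 50 uM GDP; compounds tested as a concentration-titration series (qHTS). Loss of Rap1-bound BODIPY-GDP fluorescence read at 480/540 nm; data normalized to 6.5 mM cAMP.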
# EPAC1 ag = activates human EPAC1 exchange factor; O95398; EPAC1 agonist qHTS, biochemical assay; response scale: 100% = response to 6.5 mM cAMP; Potency, µM (highest dose often 154 µM), for inactives: at the top dose activation, usual class: activators; actives 0.073% (n = 360,000); further: potency means the concentration at half of the fitted maximal effect; nearly all actives have a fitted effect of over 60% in size
# Target sequence (O95398 whole entry, looked up): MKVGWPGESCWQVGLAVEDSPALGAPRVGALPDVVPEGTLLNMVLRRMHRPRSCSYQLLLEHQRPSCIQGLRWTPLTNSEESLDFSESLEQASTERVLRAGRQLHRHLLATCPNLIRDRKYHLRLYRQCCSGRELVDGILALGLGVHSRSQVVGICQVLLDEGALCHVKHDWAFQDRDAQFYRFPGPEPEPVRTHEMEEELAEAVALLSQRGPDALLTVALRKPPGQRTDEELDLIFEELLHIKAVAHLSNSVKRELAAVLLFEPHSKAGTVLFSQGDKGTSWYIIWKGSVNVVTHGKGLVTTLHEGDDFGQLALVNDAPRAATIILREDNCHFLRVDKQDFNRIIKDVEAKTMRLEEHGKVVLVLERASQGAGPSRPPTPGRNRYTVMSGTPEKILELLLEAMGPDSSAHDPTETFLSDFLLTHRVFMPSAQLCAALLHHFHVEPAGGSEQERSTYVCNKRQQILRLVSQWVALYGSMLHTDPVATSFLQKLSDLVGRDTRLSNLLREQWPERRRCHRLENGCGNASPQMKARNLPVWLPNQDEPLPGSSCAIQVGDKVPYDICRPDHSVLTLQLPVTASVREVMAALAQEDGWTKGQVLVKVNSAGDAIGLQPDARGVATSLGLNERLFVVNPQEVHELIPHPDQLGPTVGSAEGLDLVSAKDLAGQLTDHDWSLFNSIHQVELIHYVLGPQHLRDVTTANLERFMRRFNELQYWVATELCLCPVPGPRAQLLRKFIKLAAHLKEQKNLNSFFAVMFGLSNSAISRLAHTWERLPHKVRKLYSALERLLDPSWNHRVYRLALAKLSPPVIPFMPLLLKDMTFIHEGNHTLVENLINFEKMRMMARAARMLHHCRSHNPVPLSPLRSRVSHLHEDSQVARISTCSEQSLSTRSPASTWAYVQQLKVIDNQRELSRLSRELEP
#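 EPAC1 100 nM, Rap1B–BODIPY-GDP 250 nM, unlabeled GDP 50 uM; compound titration; 5 min RT; kinetic read ex480/em540 at 5-min intervals ×30 min; data normalized to 6.5 mM cAMP agonist control.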
# PI5P4Ka inh = blocks human PI5P4K alpha kinase activity; P48426; PI5P4Kalpha enzyme, ADP-Glo luminescence, 60 min; hits give low values; max response, %; actives 1.2% (n = 330,000); active means max response of -50% or lower; inconclusive means between -30% and -50%; inactive means -30% or higher; further: value at the top dose of about 77 µM; on the % scale 0 is the no-effect control and ±100 the full control effect
#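 Controls without substrate or without enzyme flank wells where PI5P4Kalpha converts substrate using 5 microM ATP (final). Incubation lasts 60 minutes at room temperature; ADP formed is read by ADP-Glo luminescence.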
# EPAC1 antagonist = blocks human EPAC1 exchange factor; EPAC1 GEF assay, Rap1b-BODIPY-GDP exchange fluorescence; actives 0.14% (n = 360,000); O95398; Potency, µM (highest dose often 115 µM), for inactives: top-dose activity change, negative = inhibition, actives largely listed as inhibitors; AID 720709;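 further: potency means the concentration at half of the fitted maximal effect; plate controls were vehicle for no effect and positive control for full effect; nearly all actives have a fitted effect of over 50% in size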
# WRN inhibitor = WRN helicase (human) inhibition; Q14191; actives 0.46% (n = 360,000); WRN helicase unwinding, fluorescent forked duplex, kinetic; Potency, µM (highest dose often 114 µM), inactives show at the highest dose activity change, negative = inhibition, usual class: inhibitors; further: potency means the concentration at half of the fitted maximal effect; on the % scale 0 is the no-effect control and ±100 the full control effect; nearly all actives have a fitted effect of over 55% in size
#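 WRN at 20 nM final preincubated with compound 15 min at room temperature; reaction started with 100 nM fluorophore/quencher forked duplex oligonucleotide and 2 mM ATP final. Unwinding followed kinetically by red fluorescence (ex 525, em 598 nm).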
# PLK1 PBD inh = blocks phosphopeptide binding to human PLK1 polo-box domain; P53350; Plk1 PBD binding of FITC phosphopeptide, fluorescence polarization; Potency, µM, for the others: max response, negative = inhibition, hits mostly inhibitors; actives 2.8% (n = 360,000); further: potency means the concentration at half of the fitted maximal effect; series mostly up to about 57 µM; on the % scale 0 is the no-effect control and ±100 the full control effect; nearly all actives have a fitted effect of over 65% in size
# IL2 activator = activators of IL-2; IL-2 activation reporter assay, cell-based qHTS; stimulated with anti-CD3/CD4/CD28 beads; in transgenic mouse T cells; activation, % (series mostly up to about 46 µM); actives 0.065% (n = 360,000); AID 652025; in the data active means activation above about 50%; inconclusive means mostly about 30% to 49%; further: 0% is about no effect
#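 Readout: EGFP and DsRed signals by fluorescent plate cytometry. Unstimulated transgenic mouse T cells received compound 60 min before antibody-bead stimulation, then incubated 18 h at 37 degrees C.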
# CCT modulator = cytosolic chaperonin activity modulation; purified chaperonin ATPase assay, HTRF ADP detection, 30 min; activity change, % (concentration not given with the values), hits read low; actives 0.3% (n = 360,000); in the data active means activity change below about -30%; further: on the % scale 0 is the no-effect control and ±100 the full control effect
#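 TRiC at 40 or 20 nM final (batch-dependent) in 30 mM Tris pH 7.4, 100 mM KCl, 5 mM MgCl2, 1 mM DTT, with compound at single 76 uM and 10 uM ATP, 30 min at 37 deg C. ADP detected by HTRF Transcreener, 665/615 ratio.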
# * = called active by the depositor; u = inconclusive; x = no result given; & = joins results of further samples; [ ] = another dose, or the depositor's remark. Unless noted, the call rests on the fitted dose curve; in most records, active means well fitted curve in the direction sought with a large enough effect; inconclusive means small, poorly fitted or top-dose-only effect, or another doubt; inactive means no such curve, though single readings can be large; an effect the other way counts as inactive or inconclusive. Not all compounds are listed; the hit share may differ from the screen's.
nr	mol	PI5P4Ka inh	PLK1 PBD inh	EPAC2 ag	CCT modulator	EPAC1 antagonist	EPAC1 ag	WRN inhibitor	IL2 activator
1	CC(C)Cc1nc(SCC(=O)N2CC(C)OC(C)C2)c2c(=O)n(C)c(=O)n(C)c2n1 (configuration not stated)	-5	3%	-6%	0.9	-8%	-3%	-5%	-3.5
2	O=C(NCC(c1ccco1)N1CCc2ccccc2C1)c1cccc(Br)c1 (configuration not stated)	8	-5%	8%	1.8	-12%	-12%	-15%	0.3
3	O=C(NCc1ccncc1)c1ccc(S(=O)(=O)Nc2ccccc2)cc1	2	4%	-2%	-1.6	-12%	-3%	-4%	4.0
4	CCc1noc(C)c1C(=O)NNC(=O)c1ccc(Br)cc1	-5	-3%	12%	-3.0	9%	-10%	6%	-5.1
5	Cc1ccc(NC(=O)CSc2nnnn2C2CC2)cc1S(=O)(=O)N1CCOCC1	-8	-9%	-5%	0.5	-30%	-54%[inhibitor]	-5%	0.8
6	COC(=O)c1ccc(Oc2nc3c(c(=O)n(C)c(=O)n3C)n2CCC(C)C)cc1	0	-4%	-40%[inhibitor]	-1.6	-1%	8%	10%	-0.5
7	Cc1[nH]c2ccccc2c1C(=O)CNc1nccs1	-11	3%	5%	1.8	5%	-3%	8%	-0.9
8	Cc1cc(NC(=O)CCc2ccc(-c3ccccc3)o2)no1	-4	-26%	8%	-6.5	u	-8%	8%	-3.3
9	O=C(c1ccco1)N1CCN(S(=O)(=O)c2ccc3[nH]c(=O)oc3c2)CC1	-8	-13%	12%	-0.7	-8%	0%	-13%	-0.1
10	Fc1ccccc1COc1cccc(/C=N/n2cnnc2)c1	x	-7%	1%	3.2	-12%	0%	13%	-1.1
11	COc1ccc(N(C(=O)c2cccnc2)S(=O)(=O)c2ccc(F)cc2)cc1	0	-16%	10%	-1.5	u	1%	-10%	-1.1
12	CCOc1ccccc1NC(=O)COC(=O)C1CCC1	-2	-16%	12%	-4.2	11%	5%	-3%	-0.1
13	CC1CCN(C(=S)NC(=O)c2cccc([N+](=O)[O-])c2)CC1	-6	-7%	4%	1.0	11%	-1%	12%	-0.3
14	CCCCOc1ccc(C(=O)Oc2ccc(C)nc2)cc1	x	-2%	8%	2.7	-4%	17%	-7%	-2.0
15	O=c1oc2ccccc2cc1-c1nc2c(s1)CCCC2	x	-13%	0%	-0.1	-3%	-4%	-2%	-0.1

# Whole records as entered above.
# `COC(=O)c1ccc(Oc2nc3c(c(=O)n(C)c(=O)n3C)n2CCC(C)C)cc1` in the list: PI5P4Ka inh = 0; PLK1 PBD inh = -4%; EPAC2 ag = -40%[inhibitor]; CCT modulator = -1.6; EPAC1 antagonist = -1%; EPAC1 ag = 8%; WRN inhibitor = 10%; IL2 activator = -0.5
# `CCc1noc(C)c1C(=O)NNC(=O)c1ccc(Br)cc1` in the list: PI5P4Ka inh = -5; PLK1 PBD inh = -3%; EPAC2 ag = 12%; CCT modulator = -3.0; EPAC1 antagonist = 9%; EPAC1 ag = -10%; WRN inhibitor = 6%; IL2 activator = -5.1

# The list goes on.
nr	mol	PI5P4Ka inh	PLK1 PBD inh	EPAC2 ag	CCT modulator	EPAC1 antagonist	EPAC1 ag	WRN inhibitor	IL2 activator
16	Cc1sc(-c2ccncc2)nc1OC(=O)c1cc(Cl)cc(Cl)c1	2	u	9%	-3.3	-3%	7%	-28%	-0.2
17	Cc1ccc2c(C)cc[n+](CCCS(=O)(=O)[O-])c2c1	6	-13%	8%	0.7	-2%	-5%	-13%	0.0
18	CCCc1[nH]nc2c1C(c1cccc(OC(=O)c3ccco3)c1)C(C#N)=C(N)O2 (configuration not stated)	x	-12%	10%	-2.5	5%	4%	-4%	-1.3
19	Cc1ccc(C(=O)N2CCN(c3ncccn3)CC2)cc1	0	6%	4%	1.5	10%	2%	1%	-3.6
20	C[C@]12CCC(=O)C=C1CC[C@@H]1[C@@H]2[C@@H](O)C[C@@]2(C)[C@H]1CC[C@]2(O)C(=O)CO	-4&-4	-10%&-18%	0%&-1%	-0.8&0.2	13%&-6%	-12%&-12%	-3%&-4%	-0.7&-0.6
21	COc1ccc(Nc2nnc(SCc3cc(=O)n4ccsc4n3)s2)cc1	x	u	13%	-1.7	12%	3%	-2%[11.6 µM]	-0.9
22	CC(C)Oc1ccc(CNC(=S)N/N=C/c2cccnc2)cc1	2	-7%	-8%	-3.7	0%	-6%	-1%	-0.6
23	Cc1nnsc1C(=O)NNC(=O)c1cccc2ccccc12	1	-11%	17%	-1.5	11%	11%	-8%	-0.8
24	COc1ccc(CCN2CC(C(=O)Nc3cccc(C(C)=O)c3)CC2=O)cc1OC (configuration not stated)	2	-7%	8%	2.1	-11%	-6%	-16%	-0.2
25	O=C(CN1CCCc2ccccc21)N/N=C/c1ccc(F)cc1F	1	-2%	4%	-2.5	-6%	-5%	2%	-2.5
26	CCN(CCCNC(=O)c1c(C)cc(=O)oc1C)c1ccccc1	x	1%	9%	-1.7	-10%	3%	-1%	-2.3
27	O=C(Nc1ccccc1F)c1ccn[nH]1	8	-11%	9%	-2.4	-23%	10%	7%	-0.2
28	CCN(CC(=O)Nc1ccccc1OC)CC(=O)Nc1sccc1C#N	-5	-4%	5%	-1.1	1%	5%	-4%	0.0
29	O=C(O)COc1ccc(/C=C/C(=O)c2ccc(C3CCCCC3)cc2)cc1	5	24µM*	6%	0.8	u	9%	u	1.6
30	CC(C)CCn1c(N2CCc3ccccc3C2)nc2c1c(=O)[nH]c(=O)n2C	1	1%	-3%	0.2	-3%	-26%	-4%	0.1
31	C=CCN1C(=O)C(CC(=O)O)SC1=Nc1cccc([N+](=O)[O-])c1 (configuration not stated)	-7	-16%	9%	-0.6	-2%	3%	8%	1.1
32	CCN1C(=O)N(c2cccc3ccccc23)C(C)=CC1(C)C	2	-3%	3%	1.2	-2%	-9%	-5%	-2.5
33	Cc1ccc2cc(C=O)c(N(C)C)nc2c1	1	-6%	-1%	-1.6	-15%	4%	18%	0.8
34	CCSc1nnc(NC(=O)Cn2cnc3ccccc3c2=O)s1	-5	-15%	12%	-1.7	-11%	6%	-6%	-0.4
35	CSc1nc(=S)c2[nH]c(=S)[nH]c2[nH]1	-87*	2.7µM*	-7%	-2.1	-1%	-3%	50µM*	-1.5
36	Cc1ccc(-c2nn(-c3cc(Cl)ccc3[N+](=O)[O-])c(=O)c3ccccc23)cc1	x	-10%	3%	-21	-6%	8%	-6%	-2.2
37	O=C(c1cccs1)N1CCN(S(=O)(=O)N2CCOCC2)CC1	1	-3%	-2%	-2.3	-11%	0%	4%	-0.2
38	Cc1ccccc1N(CC(=O)N1CCCCCC1)S(C)(=O)=O	1	-19%	5%	0.8	9%	4%	12%	-2.6
39	COc1cc(NC(=O)c2ccc3c(c2)C(=O)N(CCC(C)C)C3=O)c(C(=O)O)cc1OC	7	-11%	8%	-1.4	12%	11%	1%	0.0
40	COc1ccc(NC(=O)c2nc3nc(C)cc(C(F)F)n3n2)cc1OC	9	-5%	4%	0.2	-3%	2%	-5%	-2.5
41	CCOc1cc(/C=N/n2c(C)nc3ccccc3c2=O)ccc1O	1	-10%	17%	0.8	-13%	10%	1%[57.1 µM]	-0.9
42	COc1ccccc1CNc1ncc(-c2ccccc2)n1C	3	-9%	8%	-1.1	0%	15%	-4%	-0.2
43	Cc1ccc(C(C)C)c(OCC(=O)NN=C2CCCCCCC2)c1	9	2%	0%	0.8	7%	-12%	0%	0.3
44	COC(=O)C1=CN(c2ccc(C)cc2)C(N)=C(C#N)C1c1ccc(OC)cc1 (configuration not stated)	0	-19%	19%	x	-14%	6%	0%	-0.3
45	CCOCCCNc1nc(-c2ccccc2)nc2ccccc12	8	-7%	5%	0.2	-14%	-12%	-6%	-3.5
46	Cc1ccc2nc(-c3ccc(SCC(=O)Nc4nnc(C)s4)nc3)[nH]c2c1	-19	-8%	0%	-3.3	u	-10%	-19%	-5.6
47	Cc1ccc(NC(=O)C(C)OC(=O)CSc2ccccc2)cc1 (configuration not stated)	6	-15%	15%	1.9	-17%	-2%	0%	-0.5
48	O=C(COC(=O)c1ccccc1)Nc1cccc(S(=O)(=O)N2CCOCC2)c1	-6	11%	6%	-2.5	-27%	-1%	-2%[57.1 µM]	-2.6
49	Cc1cc(C)nc(SCc2nnc(SCC(=O)Nc3c(C)cccc3C)o2)n1	5	-7%	0%	0.3	-3%	5%	-1%	-0.2
50	COC(=O)C(Cc1ccccc1)NS(=O)(=O)c1ccc(F)cc1Br (configuration not stated)	2	-3%	12%	0.0	3%	7%	-1%	0.6
51	Cc1cc(C(=O)COC(=O)c2ccccc2Br)c(C)n1CC1CCCO1 (configuration not stated)	-1	-15%	4%	-1.3	-10%	12%	-1%	-1.9
52	COc1cc(-c2cc(N)n(S(=O)(=O)c3ccc(F)cc3)n2)cc(OC)c1OC	3	-7%	5%	-0.7	-18%	1%	-8%	-3.6
53	N#CCc1nc(CSc2nc3ccccc3s2)cs1	x	-11%	3%	-1.8	10%	3%	-9%	1.7
54	CC(CC(=O)Nc1ccc(F)cc1)S(=O)(=O)c1ccc2c(c1)NC(=O)CO2 (configuration not stated)	-5	-23%	-2%	-0.3	-6%	3%	0%	-4.3
55	Cn1c(SCC2CCCO2)nnc1-c1ccncc1 (configuration not stated)	x	-6%	8%	-1.2	12%	4%	-5%	-2.1
56	O=C1C=C(c2ccc(F)nc2)C[C@@H](c2ccc3c(c2)OCO3)C1	-6	0%	5%	-2.8	3%	-20%	0%	-2.6
57	COc1ccc(Cc2nnc(N=Nc3c(O)[nH]c4ccc(Br)cc34)[nH]c2=O)cc1	1	u	-7%	-1.9	u	2%	-27%	-3.7
58	C[C@@H]1CN([C@H](C)CO)C(=O)Cc2cc(NC(=O)Nc3ccccc3)ccc2O[C@@H]1CN(C)Cc1ccc2c(c1)OCO2	5	-21%	-4%	-0.4	-22%	-6%	-13%	-4.4
59	[O-]/[N+](=N\Nc1ccc(Cl)cc1)c1ccccc1	3	u	6%	1.1	0%	11%	-19%	1.4
60	O=C(CNC(=O)c1ccc(Br)o1)NCC1CCCCC1	8	-1%	2%	-1.8	-10%	6%	-5%	0.0
61	CCOC(=O)c1c(C)[nH]c(C)c1S(=O)(=O)N1CCN(C(=O)c2ccco2)CC1	-1	1%	6%	0.6	-4%	10%	-9%	0.3
62	COC(CNC(=O)c1ccc2c(c1)ncn2-c1ccc(C)cc1C)OC	1	-7%	-1%	-4.1	-3%	6%	9%	-0.5
63	CC(=O)N1CC(=O)N=C1SCC(=O)Nc1nc(C)c(-c2ccccc2)s1	-9	-17%	2%	1.6	-5%	1%	-5%	0.0
64	COc1cc(C(=O)Nc2cc(C(F)(F)F)ccc2N2CCOCC2)ccc1OCC(=O)N1CCOCC1	-2	-4%	-4%	1.4	0%	2%	-5%	-4.3
